FEN1 inhibitor: inhibitors of human flap endonuclease 1; Recombinant FEN1 flap cleavage, fluorescence, 15 min; 0.35% of 390,000 active; Potency, µM (highest dose often 114 µM), for the others: at the highest dose activity change, negative = inhibition, most hits filed as inhibitors; P39748; active = well fitted inhibition curve with a large enough effect; inconclusive = small, poorly fitted or top-dose-only effect; inactive = no such curve, though single readings can be large or run the other way; note: nearly all actives have a fitted effect of over 65% in size
Target sequence (P39748 whole entry, looked up): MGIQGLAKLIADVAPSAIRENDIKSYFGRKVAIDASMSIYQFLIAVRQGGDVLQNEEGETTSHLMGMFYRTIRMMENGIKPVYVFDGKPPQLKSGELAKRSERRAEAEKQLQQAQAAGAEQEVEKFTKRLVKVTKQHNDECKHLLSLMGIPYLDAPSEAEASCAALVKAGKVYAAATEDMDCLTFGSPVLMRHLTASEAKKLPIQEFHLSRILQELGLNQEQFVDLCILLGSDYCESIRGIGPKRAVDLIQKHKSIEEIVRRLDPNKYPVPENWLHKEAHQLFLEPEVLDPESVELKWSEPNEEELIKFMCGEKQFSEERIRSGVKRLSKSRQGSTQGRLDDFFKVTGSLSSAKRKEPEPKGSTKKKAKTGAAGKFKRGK
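Potency values derive from four-parameter Hill fits of normalized qHTS data. The reaction used 10 nM FEN1 preincubated 15 min at room temperature with compound, then 50 nM DNA substrate, read at 0 and 15 min.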
* hit, by the source's call; ? = inconclusive; & = joins results of further samples. % is set by controls: 0 for no effect and ±100 for the full control effect; potency is the fitted concentration of half-maximal effect.

SMILES	FEN1 inhibitor
O=C(NCCC(=O)N1O[C@@H]2C=C[C@H]1C2)OCC1c2ccccc2-c2ccccc21	6%
CCOC(=O)C(Cc1c[nH]c2ccc([N+](=O)[O-])cc12)(NC(C)=O)C(=O)OCC	0%
C=CCN1C=C(C(=O)c2ccccc2)C(=O)CC1	-12%
COc1ccc(Cl)cc1-c1nc(-c2ccc(NC(=O)c3ccncc3)cc2)no1	-3%
O=C(O)c1cnnc2ccccc12	2%
O=C(C1CCCCC1)N1CCC2CC1c1cc(Cl)ccc12 (stereo not drawn)	9%
COc1ccc(S(=O)(=O)N2CCN(C(=O)C3CC(=O)N(c4ccccc4F)C3)CC2)cc1OC (stereo not drawn)	-14%
O=C(OCc1ccccc1)N1CCC2CC1c1cc(NCCc3ccccc3)ccc12 (stereo not drawn)	-17%
O=C1C=C(C2OC(CO)C(O)C2O)C(=O)N1 (stereo not drawn)	11%
CCCCC(=O)N1c2ccccc2C(C)(c2ccccc2)CC1(C)C (stereo not drawn)	9%
COC(=O)C1=C(C)N(CCCC(=O)O)C(=O)NC1c1ccc2c(c1)OCO2 (stereo not drawn)	-4%
O=C(Nc1nncs1)C1CCCC1	6%
O=C(CI)Nc1cccc2cccnc12	?
CC(C)C[C@@H](CN)NC(=O)c1nc[nH]c1C(=O)N[C@@H](Cc1ccccc1)C(=O)CNC[C@H](C)NC(=O)c1nc[nH]c1C(=O)N[C@@H](CC(C)C)C(=O)O	-1%
O=C(OCc1ccccc1)N1C=CC2CC1c1c(Cl)cccc12 (stereo not drawn)	-21%
COc1cc(C(=O)OCC(=O)c2cc(C)n(CC3CCCO3)c2C)ccc1OCC(=O)N1CCOCC1 (stereo not drawn)	-21%
CCOc1ccc(NC(=O)c2c(N)n(C)c(=O)[nH]c2=O)cc1	-3%
O=c1[nH]c(=O)n(C(c2ccccc2)(c2ccccc2)c2ccccc2)cc1N(CCO)CCO	-2%
COC(=O)c1ccc(NC(=O)c2ccccc2C(=O)Nc2ccc(C(=O)OC)cc2)cc1	15%
CC(O)(c1ccc(Cl)cc1)C(c1ccccc1)c1ccccn1 (stereo not drawn)	-10%
O=C(O)C1C2CC(C(Br)C2Br)C1C(=O)O (stereo not drawn)	5%
CCOC(=O)C1Nc2ccc(C)cc2C2C=CCC12 (stereo not drawn)	-11%
S=C(NCCCN(Cc1ccc(Cl)cc1)c1ccc(Br)cn1)NCc1ccc2nc[nH]c2c1	-16%
CC(C)c1ccccc1NC(=O)CSc1nnc(COc2ccccc2Cl)o1	-1%
CC1(NCc2ccc(Cl)cc2)COP(=O)(NCc2ccccc2)OC1 (stereo not drawn)	11%
COc1ccc(C(=O)NCC(C)NC(=O)c2ccc(OC)c(OC)c2)cc1OC (stereo not drawn)	-6%
CCOc1ccc(NC(=O)c2nc(S(=O)(=O)Cc3ccccc3)ncc2Cl)cc1	?
C[N+]1(CC(=O)c2ccc(-c3ccccc3)cc2)CCOCC1	-2%
CN(C)c1ccc(C=NC2CCc3ccccc32)cc1 (stereo not drawn)	12%
COc1ccc(C2=NOC(C)(c3nnc(-c4ccncc4)o3)C2)cc1 (stereo not drawn)	-7%

Four entries from above, with each value named:
CCOc1ccc(NC(=O)c2c(N)n(C)c(=O)[nH]c2=O)cc1
  FEN1 inhibitor: -3%

O=c1[nH]c(=O)n(C(c2ccccc2)(c2ccccc2)c2ccccc2)cc1N(CCO)CCO
  FEN1 inhibitor: -2%

CCOc1ccc(NC(=O)c2nc(S(=O)(=O)Cc3ccccc3)ncc2Cl)cc1
  FEN1 inhibitor: ?

COc1ccc(C(=O)NCC(C)NC(=O)c2ccc(OC)c(OC)c2)cc1OC (stereo not drawn)
  FEN1 inhibitor: -6%

Next part
SMILES	FEN1 inhibitor
C[n+]1ccc(C(c2c[nH]c3ccccc23)c2cc[n+](C)c3ccccc23)c2ccccc21	18µM*
CCn1c(=N)c(C(=O)NCC2CCCO2)cc2c(=O)n3cc(C)ccc3nc21 (stereo not drawn)	4%
Cc1ccc(Nc2cc(Cl)nc(N)n2)c([N+](=O)[O-])c1	-16%
CSc1ccc(/C=C2\C=Cc3ccc([N+](=O)[O-])cc32)cc1	-13%
CC1(C)CC(=O)C=C(c2cc3ccccc3s2)C1	1%
CCCN=C1N(C)C[C@@H]2[C@@H]3C(=O)N(C)C(=O)[C@@H]3[C@](Cc3ccccc3)(C(=O)OC)N12	-7%
COc1ccc2nc(-c3ccccc3)cc(C(=O)OCC(=O)N3CC(C)OC(C)C3)c2c1 (stereo not drawn)	?
Cc1ccccc1Nc1nc(N)nc(COC(=O)[C@@H](NC(=O)c2ccco2)C(C)C)n1	9%
COC(=O)/C=C/c1ccccc1S(=O)(=O)NC(C)C	14%
Cc1ccc(-c2nnnn2-c2ccccc2C(=O)O)cc1	-3%
COC(C/C=C/[C@@H](O)[C@@H](C)OCc1ccccc1)OC	17%
OCCN1CCN(CC/C=C2/c3ccccc3CSc3ccccc32)CC1	-2%
CCOc1cc2[nH]c(=O)n(CC3CCC(C(=O)NCCC(C)C)CC3)c(=O)c2cc1OCC (stereo not drawn)	-2%
S=C(NCCCc1cnc[nH]1)NCCCN(CCc1ccc(Cl)cc1)c1ccc(Br)cn1	-2%
Cc1c(NC(=O)CCc2ccc(S(=O)(=O)N3CCOCC3)cc2)c(=O)n(-c2ccccc2)n1C	-5%

Some of the entries so far, field by field.
CCCN=C1N(C)C[C@@H]2[C@@H]3C(=O)N(C)C(=O)[C@@H]3[C@](Cc3ccccc3)(C(=O)OC)N12
- FEN1 inhibitor = -7%
COc1ccc2nc(-c3ccccc3)cc(C(=O)OCC(=O)N3CC(C)OC(C)C3)c2c1 (stereo not drawn)
- FEN1 inhibitor = ?

(further entries)
SMILES	FEN1 inhibitor
C#CCOCCOCCOCCNc1nc(N2CCN(C(=O)Cn3cc(CCO)nn3)CC2)nc(N2CCN(C(=O)Cn3cc(CC(C)O)nn3)CC2)n1 (stereo not drawn)	8%
Cc1cc(O)c(Sc2ccccc2)c(=O)o1	17%
Cc1ccc(Sc2ncccc2C(N)=O)cc1	-14%
CC(C)(C)n1ncc2c(=O)n(Cc3ccccc3-c3ccccc3)cnc21	0%
Cc1ccc(OCCn2c(-c3ccc(Cl)cc3)nc3ccccc3c2=O)c(C)c1	-6%
O=c1[nH]c(-c2ccccc2)ncc1Oc1ccccc1	-7%
CCN1CCN(c2ncc(C(=O)N3CCN(c4ccccc4OC)CC3)c3ccccc23)CC1	7%
COc1ccccc1CNC(=O)c1cc(-c2ccccc2)nn1CC1CC(c2cccnc2)=NO1 (stereo not drawn)	-22%
CC1=NN(C(=O)c2ccncc2)C(=O)C1N=Nc1ccc2ccccc2c1 (stereo not drawn)	?
CC(NC(=O)Cc1ccc(S(=O)(=O)N2CCOCC2)s1)c1ccc(Br)cc1 (stereo not drawn)	-4%
O=C(Nc1ccc(Cl)c(C(F)(F)F)c1)[C@@H]1CC=C[C@@H]2CCN(Cc3ccccc3)C(=O)[C@@H]21	-2%&-11%
CN(N=O)c1ccc(C=C2C=Cc3ccccc32)cc1	0%
CCOC(=O)Cc1csc(NC(=O)c2cc(C)on2)n1	-7%
COC(=O)c1ccc(NCc2cc(O)ccc2O)cc1O	-5%
O=C1c2cccnc2C(=O)N1c1nc(-c2ccccc2)cs1	-8%
COc1ccc(/C=C/c2nc(-c3ccccc3O)n(-c3ccccc3)n2)cc1OC	-24%
Cc1c(C(=O)NC(=S)Nc2ccc(NC(=O)c3cccs3)cc2)cccc1[N+](=O)[O-]	1%
Nc1ccc2cccc(O)c2c1	-11%
O=C(Nc1cccc([N+](=O)[O-])c1)NN1CCCCCC1	-2%
C=CCOC(=O)C1=C[C@@H](c2cn(C(C)=O)c3ccccc23)C[C@@H](OCc2ccc(CO)cc2)O1	-17%
CCCCCCN(CCCCCC)c1ccc(/C=C/c2ccnc3ccccc23)cc1	4%
CCOC(=O)c1cnc2cc(-c3ccc(Cl)cc3)nn2c1-c1ccccc1	-1%
CC(=O)c1ccc(OCc2cc(C(=O)N3CCN(C4CCCC4)C(=O)C3)no2)cc1	8%
COc1cc(-c2ccc3oc(-c4ccsc4)c(C#CC4(O)CCCCC4)c3c2)cc(OC)c1OC	-14%
O=C(COc1ccccc1C(=O)Nc1ccccc1)Nc1ccccc1Cl	0%
O=[N+]([O-])c1ccc2c(c1)C=C/C2=C/c1ccccc1	-21%
CNC(=S)NCc1ccc(Cl)cc1	0%
CCOc1ccc(C(=O)OCC(=O)Nc2cc(S(=O)(=O)N3CCOCC3)ccc2N2CCOCC2)cc1	-3%
O=C1[C@@H](Oc2ccccc2)[C@@H](c2ccccc2)N1c1cccnc1	-6%
CN(c1ccc(F)cc1)S(=O)(=O)c1ccc(Cl)c(C(=O)NCC2(N3CCOCC3)CCCCC2)c1	-2%

3 structures already listed, sorted by length of the SMILES, smallest number first:
SMILES	FEN1 inhibitor
OCCN1CCN(CC/C=C2/c3ccccc3CSc3ccccc32)CC1	-2%
CC(=O)c1ccc(OCc2cc(C(=O)N3CCN(C4CCCC4)C(=O)C3)no2)cc1	8%
COc1ccccc1CNC(=O)c1cc(-c2ccccc2)nn1CC1CC(c2cccnc2)=NO1 (stereo not drawn)	-22%

Continuation:
smiles | FEN1 inhibitor
N#CCC(=O)Nc1ccc(C(=O)OCC(=O)c2ccc3c(c2)NC(=O)CO3)cc1 | ?
c1ccc(Oc2ccccn2)cc1 | -1%
O=c1ccncn1C1OC(CO)C(O)C1O (stereo not drawn) | -1%
CN(C(=O)c1cccc(NC(=O)Cc2cccc(NC(=O)C3CCN(C(=O)C4CCCC4)CC3)c2)c1)C1CC1 | 6%
Cc1ccc(S(=O)(=O)N2CCN(c3ncccn3)CC2)cc1C | -13%
COc1cc2[nH]c(O)c(C=O)c2cc1OC | 15%
Cc1ccc(Cl)cc1NC(=O)CC1Sc2ccccc2NC1=O (stereo not drawn) | 20%
NC(=O)NN=C(C1CC1)C1CC1 | 12%
Clc1cccc(N2CCN(CCCN3CCN(c4ccccc4)CC3)CC2)c1 | -1%
O=C1C(CN2CCCC2)CCCC1CN1CCCC1 (stereo not drawn) | 3%
CCOCCCn1c(=N)c(C(=O)NCc2ccccc2)cc2c(=O)n3ccccc3nc21 | 2%
COC(=O)/C=C/c1ccc2c(c1)S(=O)(=O)N(c1cccc(OC)c1)[C@H]2CC(=O)OC | -16%&-8%
COC(=O)c1c(NC(=O)CCCOc2ccccc2)sc2c1CCC(C)C2 (stereo not drawn) | 7%
O=C(OCC(O)C(O)C(O)COC(=O)c1ccccc1)c1ccccc1 (stereo not drawn) | -1%
Cc1cccc(Nc2c(O)nc[nH]c2=O)c1 | -18%
CC1(CCc2ccccc2)NC(=O)NC1=O (stereo not drawn) | 3%
COc1ccc(OC)c(NC(=S)NCCC(c2ccccc2)c2ccccc2)c1 | -16%
Cc1ccc(S(=O)(=O)N(C)CCN(C)S(=O)(=O)c2ccc(C)cc2)cc1 | 1%
Cc1cc(Cl)ccc1OCCCC(=O)Nc1cc(S(=O)(=O)N2CCOCC2)ccc1N1CCOCC1 | 0%
Cc1ccc(C2(C)NC(=O)N(CC(=O)Nc3cc(S(=O)(=O)N4CCOCC4)ccc3OC(C)C)C2=O)cc1 (stereo not drawn) | -1%
COc1c(N)c2c(c([N+](=O)[O-])c1OC)C(=O)OC2 | 1%
COc1ccc(CNC(N)=O)cc1 | -7%
COc1cccc(NC(=O)CCN2CCN(c3ccccc3)CC2)c1 | 15%
COc1ccc(C(=O)c2ccc([N+](=O)[O-])cc2)c(OC)c1OC | -6%
CCCCNC(=O)c1onc(CSc2cc(C)cc(C)c2)c1C(=O)NCCCC | -28%
CN(C)C(=S)N=c1ssc(=S)n1Cc1ccco1 | -1%
Cc1ccccc1Nc1ncnc2[nH]ncc12 | 7%
O=C(O)C1OC1(c1ccccc1Cl)c1ccccc1Cl (stereo not drawn) | 0%
COc1cc(NS(=O)(=O)c2ccc(NC(=S)NC(C)=O)cc2)nc(OC)n1 | 17%
O=Cc1cc(OCc2ccccc2)ccc1[B-](F)(F)F | -19%
CC(=O)Nc1ccc(-n2c(CCC(=O)O)ccc2-c2ccc(C)cc2)cc1 | -16%
Fc1ccc2cnc(-c3ccccc3)c(-c3cc(C(F)(F)F)cc(C(F)(F)F)c3)c2c1 | -21%
CC1C(c2ccc3c(c2)OCO3)c2cc3c(cc2OC1N1CCOCC1)OCO3 (stereo not drawn) | -13%
O=[N+]([O-])c1ccc(-c2cc3ccccc3[nH]2)cc1 | 7%
O=C(Nc1ccc(Nc2ccccc2)cc1)c1ccc(Cl)cc1 | 0%
CN(CCNC(=O)C1CC(=O)N(C2CCCC2)C1)Cc1ccccc1 (stereo not drawn) | 10%
COc1cc2nc(N3CCCN(C)CC3)nc(Nc3ccncc3)c2cc1OC | 14µM*
CN(C)c1ncc(C2=C(Cl)C(=O)C(N3CCCC3)=C(Cl)C2=O)s1 | 50µM*
O=Cc1ccc(/C=C2\C=Cc3ccccc32)cc1 | 8%
COc1cc(C2C3=C(COC3=O)Oc3cc4c(cc32)OCO4)ccc1OC(C)=O (stereo not drawn) | 9%
Nc1ccc2c(S(=O)(=O)O)cccc2c1S(=O)(=O)O | ?
C/C(=N\NC(=O)COc1ccc(C)cc1[N+](=O)[O-])c1ccc2c(c1)OCCO2 | -4%
c1ccc(-c2nc(-c3cnc4ccccc4n3)cs2)cc1 | -3%
Cc1ncc2c(n1)NC(=O)NC2 | -18%
COc1ccc(CC(=O)Nc2ccc(F)c(S(=O)(=O)N3CCOCC3)c2)cc1 | -1%
CCCC(=O)Oc1ccc2[nH]c(C(=O)c3cc4ccccc4[nH]3)cc2c1 | 12%
COc1ccc(-c2csc(N(CCCN(C)C)C(=O)c3ccccc3Cl)n2)cc1 | -4%
Cc1nc(N)nc(N)c1Oc1ccc(Cl)cc1 | -10%
C=CCSc1nc2ccccc2n1S(=O)(=O)c1ccc(Cl)cc1 | 1%

High-throughput results (PubChem BioAssay)

Not all compounds are listed. The share of hits here may be higher or lower than overall.
